Compound activity from PubChem BioAssay.
pPAFAH FP inh: pPAFAH (human) enzyme inhibition | Q13093 | recombinant pPAFAH, FP-rhodamine probe fluorescence polarization | inhibition, % at 3.39 µM | hit rate 1.5% among 330,000 | AID 463082;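 active = inhibition above the mean inhibition across the screen plus 3 SD, cut at about 25% in these data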;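 note: inhibitors block binding of the rhodamine activity-based probe so polarization drops; 0% = enzyme with DMSO and 100% = wells lacking pPAFAH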
MEX-5 binding: C. elegans MEX-5 TCR-2 RNA binding activity | Q9XUB2 | MEX-5/FITC-TCR2 RNA binding, fluorescence polarization; active compounds read low | activity score (negative = inhibition of binding), % at 10 µM | hit rate 0.38% among 300,000;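 active = inhibition past about -25% in most replicates, and total fluorescence under double the plate's negative control median, limit read from the data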;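 note: 0% = DMSO and -100% = 5 µM competing unlabeled TCR2 RNA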
PAFAH1B2 inh: inhibitors of human PAFAH1B2 | P68402 | recombinant PAFAH1B2, FP-rhodamine activity probe, fluorescence polarization | AID 492953 | inhibition, % at 3.39 µM | hit rate 1.2% among 340,000;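 active = inhibition above the mean of all tested compounds plus 3 SD, cut at about 24% in these data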;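 note: 0% = enzyme with DMSO and 100% = wells lacking PAFAH1B2; many of its hits are not listed in these tables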
Target sequence (P68402 whole entry, looked up): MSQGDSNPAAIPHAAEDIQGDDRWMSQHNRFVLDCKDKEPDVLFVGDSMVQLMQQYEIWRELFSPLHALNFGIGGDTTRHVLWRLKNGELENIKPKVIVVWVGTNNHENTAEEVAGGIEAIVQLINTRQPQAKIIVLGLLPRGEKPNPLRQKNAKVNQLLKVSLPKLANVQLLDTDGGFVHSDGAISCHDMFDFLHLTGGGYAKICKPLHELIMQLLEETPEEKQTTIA
AHR activator: human AHR activation; AID 2796; AHR-responsive luciferase reporter cells, luminescence; hit rate 2.5% among 320,000; P35869; activation, % at 5 µM; in the data active = activation above about 47%;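 note: 0% = vehicle wells and 100% = reference agonist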
PME-1 inh: blocks human protein phosphatase methylesterase 1; inhibition, % at 5.9 µM; recombinant PME-1, FP-Rh probe fluorescence polarization; Q9Y570; AID 2130; hit rate 0.53% among 320,000;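 active = inhibition above the campaign mean of all compounds plus 3 SD, cut at about 26% in these data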;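 note: competitive labeling of PME-1 active site by serine hydrolase directed probe; 0% = PME-1 with DMSO and 100% = wells lacking PME-1 enzyme; inhibitors block probe labeling so polarization falls and inhibition rises; many of its hits are not listed in these tables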
Target sequence (Q9Y570 whole entry, looked up): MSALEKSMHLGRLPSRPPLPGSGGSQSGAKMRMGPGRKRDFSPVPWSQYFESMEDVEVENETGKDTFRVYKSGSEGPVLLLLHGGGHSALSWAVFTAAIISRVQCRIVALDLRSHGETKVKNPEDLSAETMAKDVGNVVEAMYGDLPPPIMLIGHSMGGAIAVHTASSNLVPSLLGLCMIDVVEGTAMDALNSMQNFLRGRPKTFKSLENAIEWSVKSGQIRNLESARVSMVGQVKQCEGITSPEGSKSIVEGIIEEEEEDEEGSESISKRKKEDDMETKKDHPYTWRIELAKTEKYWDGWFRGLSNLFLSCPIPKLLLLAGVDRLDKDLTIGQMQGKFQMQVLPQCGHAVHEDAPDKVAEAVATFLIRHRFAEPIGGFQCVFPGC
BCLXL inh: inhibitors of human Bcl-xL | inhibition, % at 10.9 µM | hit rate 0.7% among 320,000 | GST-Bcl-xL / FITC-Bim BH3 peptide fluorescence polarization | Q07817;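 active = inhibition above the mean of all tested compounds plus 3 SD, cutoff set per campaign, cut at about 30% in these data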;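 note: 0% = DMSO wells and 100% = unlabeled Bim-BH3 peptide competitor; inhibitors lower millipolarization by displacing the labeled peptide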
Target sequence (Q07817 whole entry, looked up): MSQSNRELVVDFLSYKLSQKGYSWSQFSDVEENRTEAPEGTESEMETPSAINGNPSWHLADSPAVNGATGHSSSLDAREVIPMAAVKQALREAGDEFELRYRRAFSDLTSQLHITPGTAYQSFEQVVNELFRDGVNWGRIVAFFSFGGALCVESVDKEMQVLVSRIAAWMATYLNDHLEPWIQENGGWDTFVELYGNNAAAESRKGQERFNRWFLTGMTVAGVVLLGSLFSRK
Fam108B counter: counter-screen for RBBP9 inhibitors: inhibitors of mouse Fam108B. recombinant Fam108B, FP-Rh probe fluorescence polarization. inhibition, % at 9.51 µM. hit rate 0.33% among 300,000. AID 1947;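 active = inhibition above the screen mean inhibition plus 3 SD, computed separately per campaign, cut at about 18% in these data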;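 note: inhibitors lower polarization as less probe binds the enzyme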
GLD-1 RNA inh: GLD-1-TGE RNA interaction inhibition (C. elegans). Q17339. AID 2280. hit rate 0.44% among 320,000. purified GLD-1 + fluorescein TGE RNA, fluorescence polarization. inhibition, % at 5.96 µM;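 active = percent inhibition above a per-plate cutoff, the plate mean of test compounds plus 3 SD, cut at about 30% in these data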;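 note: 0% = DMSO wells with GLD-1 and probe and 100% = wells lacking GLD-1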
MCL1-BIM inh: disrupts human MCL1 binding to BIM-BH3 peptide | Q07820 | GST-MCL1 / FITC-Bim-BH3 fluorescence polarization | inhibition, % at 10.9 µM | hit rate 0.68% among 320,000 | AID 2057;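 active = inhibition above the mean inhibition of all tested compounds plus 3 SD, set per campaign, cut at about 40% in these data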;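 note: 0% = DMSO wells and 100% = unlabeled Bim-BH3 peptide control; higher means more loss of mP so more displacement of Bim peptide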
Starred values were filed as active, the others as inactive; · = no result given. Only part of the results is shown (hit frequency here may not be typical).

SMILES	pPAFAH FP inh	MEX-5 binding	PAFAH1B2 inh	AHR activator	PME-1 inh	BCLXL inh	Fam108B counter	GLD-1 RNA inh	MCL1-BIM inh
CCN(CC)C(=O)CSc1nnc(NC(=O)CCc2ccccc2)s1	5	·	4	5	4	-1	1	5	-22
O=C(Nc1ccc(CN2CCCCC2)cc1)c1cccc(Br)c1	-2	1.1	5	4	2	-1	2	5	9
COc1cccc(C(=O)O/N=C(\N)CS(=O)(=O)c2ccccc2)c1	21	0.8	-2	8	-3	2	-1	6	10
CSc1ccc(/C=N\NC(=O)COc2ccc(Cl)cc2Br)cc1	1	-2.7	4	-1	-1	2	-1	4	5
CC(=O)NCCC(=O)N1CCCC(N2CCN(c3cccc(Cl)c3)CC2)C1 (configuration not stated)	2	1.9	2	4	1	2	-3	5	5
Cc1cc(C)nc(Nc2ccccc2F)n1	-9	0.5	0	-1	-10	-3	-6	9	-6
Nc1nnnn1/N=C/c1ccc(Cl)cc1	4	0.1	1	1	3	2	-3	6	0
Cc1c(NS(=O)(=O)c2ccc3nc(COc4ccccc4Cl)[nH]c3c2)c(=O)n(-c2ccccc2)n1C	4	-1.6	-2	1	0	6	1	0	11
COc1ccc(NC(=O)c2oc3ccc(S(=O)(=O)N4CCOCC4)cc3c2C)cc1	2	-1.3	-4	10	-4	4	0	6	8
CCCc1ccc(OCc2nc(-c3ccc(NC(=O)c4cccs4)cc3)no2)cc1	6	-1.8	2	3	-3	0	-6	-1	7
CC(C)CC(=O)Nc1ccc(C(=O)NNC(=O)C(c2ccccc2)c2ccccc2)cc1	-3	-2.3	-2	-3	-4	1	-3	0	7
Cc1c(Cl)cnc(NC(=O)CSc2n[nH]c(N)n2)c1Cl	3	·	3	1	4	11	·	0	21
O=C(NC1CCCCCC1)c1ccc(N2CCCC2=O)cc1	0	-1.1	5	-3	-2	-3	0	-1	-10
COc1ccc(/C=C/C(=O)OC(C)CN2CCCCC2)cc1 (configuration not stated)	2	2.0	5	1	-3	5	-2	7	-1
COc1cc([N+](=O)[O-])cc(/C=N/NC(=O)c2cc(C)nc3ccccc23)c1O	14	-5.0	-1	1	2	-1	6	-6	7
Nc1nnc(SCC(=O)OCC(=O)Nc2ccc(Br)cc2)s1	-1	3.0	0	0	-5	4	3	-2	1
CCOC(=O)C1CCCN(C(=O)C2CC(=O)N(c3ccc(C)cc3)C2)C1 (configuration not stated)	3	-0.9	0	5	1	3	0	0	4
Cc1ccc(NC(=O)c2ccccc2)cc1C	-4	·	-3	29	-2	-1	3	-3	-3
COc1ccc(Cl)cc1NC(=O)c1cnccn1	0	1.4	4	5	-8	3	0	-2	-14
CCc1nc(SCC(=O)NNC(=O)c2ccc(C)cc2)c2ccccc2n1	8	0.7	5	2	5	7	3	4	5
Cc1nc(CSc2nnc(Nc3cccc(C)c3C)s2)cs1	4	0.7	-3	-3	-1	0	-2	8	9
COc1cccc(/C=C/C(=C2/C(=O)N(c3ccccc3)N=C2C)c2ccc(C)cc2)c1OC	3	-0.8	2	3	-2	6	7	-2	12
CC(=O)N1CCSc2ccc(S(=O)(=O)Nc3cccc(C)c3)cc21	20	-0.9	-1	6	4	9	4	2	8
O=c1c(Oc2ccccc2)coc2cc(O)cc(O)c12	4	1.2	2	0	0	-1	2	0	4
O=C(CSc1nc(-c2cccs2)cc(C(F)(F)F)n1)NCc1ccco1	7	3.7	3	0	1	7	-3	1	8
C[C@@H]1COC(=O)[C@@H](Cc2ccc(F)cc2)C/C=C\C[C@@H](CC(=O)N(CCO)Cc2ccccc2)C(=O)N1	3	·	11	-1	·	·	·	3	·
COC(=O)c1c(C)cc(O)c(C=O)c1O	6	2.9	11	0	2	0	-1	1	3
Cc1ccccc1C(=O)Oc1ccc(Br)cc1C(=S)N1CCCC1	6	-1.3	8	0	3	2	-2	6	3
Cc1c(Cl)cnc(NC(=O)COC(=O)Cc2coc3ccc4ccccc4c23)c1Cl	18	-1.1	-3	5	-4	10	3	1	6
CCCCn1c(N)c(N(CCOC)C(=O)c2ccc(Cl)c(S(=O)(=O)N3CCCCC3)c2)c(=O)[nH]c1=O	0	-2.9	3	3	7	-9	7	-1	-14

Quoted at random: two compounds from above.
SMILES	pPAFAH FP inh	MEX-5 binding	PAFAH1B2 inh	AHR activator	PME-1 inh	BCLXL inh	Fam108B counter	GLD-1 RNA inh	MCL1-BIM inh
Cc1ccc(NC(=O)c2ccccc2)cc1C	-4	·	-3	29	-2	-1	3	-3	-3
CCCCn1c(N)c(N(CCOC)C(=O)c2ccc(Cl)c(S(=O)(=O)N3CCCCC3)c2)c(=O)[nH]c1=O	0	-2.9	3	3	7	-9	7	-1	-14

Following part:
SMILES	pPAFAH FP inh	MEX-5 binding	PAFAH1B2 inh	AHR activator	PME-1 inh	BCLXL inh	Fam108B counter	GLD-1 RNA inh	MCL1-BIM inh
CCOc1ccc(NC(=O)CCS(=O)(=O)c2ccc3c(c2)CCCN3C(C)=O)cc1	7	-6.6	10	0	4	9	4	-1	7
O=C(Cn1cnc([N+](=O)[O-])c1)NCCc1ccccc1	6	1.5	-1	-1	-1	4	2	-7	3
O=C(CSc1ccc(-c2nc3ccccc3[nH]2)cn1)Nc1ccc(S(=O)(=O)NC2CC2)cc1	-12	-5.1	-54	6	-69	8	-66	-5	1
CCCN1C(=O)/C(=C/c2c(N3CCNC(=O)C3CC(=O)OCC)nc3c(C)cccn3c2=O)SC1=S (configuration not stated)	3	-17	-15	-2	-11	-33	-3	-94	-82
Cc1ccccc1OCC(=O)N1CCN(C(=O)COc2ccccc2C)CC1	4	-0.2	3	1	1	4	0	5	7
C[C@H](NC(=O)c1ccccc1)C(=O)OCC(=O)c1c[nH]c2ccccc12	2	·	0	23	4	-4	·	0	-14
COc1ccc(CNC(=O)C2COc3ccccc3O2)c(OC)c1 (configuration not stated)	6	·	4	-2	4	3	-1	7	9
Cn1c(SCc2nc3ccccc3[nH]2)nnc1-c1cccs1	-2	3.4	-2	7	-3	2	-2	-3	11
Cc1c(C(=O)O)cccc1-c1ccc(/C=N/Nc2ccc(Br)cc2)o1	26*	-1.9	3	134*	29*	10	7	3	16
CCOc1ccc(NC(=O)c2ccc(N)cc2)cc1	5	-1.8	0	9	-3	2	-2	-5	-6
O=C(COc1ccccc1[N+](=O)[O-])NCc1cccnc1	0	-0.4	0	21	-3	1	7	-4	-4
CCC1Oc2ccccc2N(CC(=O)NC2CC2)C1=O (configuration not stated)	4	-3.6	5	3	2	5	1	2	12
O=C(O)c1ccc(/C=N/NC(=O)c2cc3c(ccc4ccccc43)o2)cc1	1	-5.6	0	23	-54	5	-17	2	10
Cn1nnnc1SCc1cn2cccnc2n1	2	0.5	4	3	2	5	-2	-4	5
N#CCC(=O)NCCCOC(=O)Nc1ccc(Cl)c(Cl)c1	2	-0.5	0	4	6	6	-2	-2	0
CCNC(=O)c1ccccc1-c1nc(-c2ccccc2Cl)no1	4	-3.6	3	13	4	1	4	-2	1
Cc1ccc(C(=O)N/C(=C\c2ccc(-c3ccccc3[N+](=O)[O-])o2)C(=O)NCCCN2CCOCC2)cc1	10	-7.1	3	18	12	32*	3	18	27
COc1ccc(-n2c(SCC(=O)O)nnc2-c2ccc(NC(=O)c3ccccc3)cc2)cc1	2	2.2	1	1	8	2	-2	7	-2
Cc1ccccc1-n1c(C)nnc1SCC(=O)N1CCc2ccccc2C1	2	0.6	-1	2	-1	4	3	0	1
CCN1CCN(c2cc(C)c3cc(NC(=S)N4CCN(c5ccccc5F)CC4)ccc3n2)CC1	3	0.0	-2	28	3	1	0	1	6
O=C(O)C(Cc1ccccc1)Nc1ccc([N+](=O)[O-])cc1[N+](=O)[O-] (configuration not stated)	7	-11	5	4	5	20	5	20	16
CCc1ccc(NC(=O)CSc2nnc(-c3cccs3)n2CC)cc1	4	0.7	4	6	5	0	4	-4	-5
Cc1ccc(C(=O)NCC(=O)Nc2ccccc2C(F)(F)F)cc1	-1	-4.5	0	2	9	1	5	-2	-6
CC1CCCN(C(=O)CSCC(=O)N=c2sc3ccccc3n2C)C1 (configuration not stated)	2	3.1	7	9	3	-2	-5	-4	-1
O=C(CN1C(=O)NC(Cc2c[nH]c3ccccc23)C1=O)NCCc1ccccc1 (configuration not stated)	0	-2.3	0	2	2	1	4	-12	4
CCS(=O)(=O)c1ccc(O)c(NC(=O)COc2ccc(Br)cc2)c1	5	0.5	34*	0	-1	5	2	3	3
CC(=O)c1ccc(NC(=O)C(C)OC(=O)CCCN=C2NS(=O)(=O)c3ccccc32)cc1 (configuration not stated)	2	1.4	3	0	-1	6	-3	4	3
COc1ccc(NC(=O)CC2C(=O)N(c3ccc(OC)cc3)C(=O)N2C(C)C)cc1 (configuration not stated)	0	-0.5	6	-2	3	-1	-4	-1	-2
CCOC(=O)C1CCN(C(=O)Nc2cccc(OC)c2)CC1	3	0.9	2	2	-1	3	2	11	0
CN(Cc1ccno1)Cc1cn(Cc2ccccc2)nc1-c1ccc2c(c1)OCO2	6	3.6	10	8	4	8	-2	1	12
CCSc1cnn(-c2ccccc2)c(=O)c1Cl	-1	1.0	3	-5	3	4	0	1	11
Cc1ccc(CN2CCN(/N=C\C=C\c3ccccc3)CC2)cc1	3	1.8	-3	5	0	9	3	-6	-6
CN(Cc1ccccc1)S(=O)(=O)c1ccc(Cl)c(C(=O)NCc2ccncc2)c1	7	-1.5	0	3	3	7	3	2	-3
O=S(=O)(NCc1ccc2c(c1)OCO2)c1cccc(S(=O)(=O)N2CCOCC2)c1	7	1.8	2	11	-1	2	0	4	6
CCc1sc(C(=O)NCc2ccccc2)cc1C	-1	-1.8	2	5	-3	-4	1	7	1
NC(=O)c1cc(Cl)cn(-c2ccccc2)c1=O	-1	-1.4	-3	-2	2	2	1	3	2
O=C(N/N=C/c1cc(Cl)cc([N+](=O)[O-])c1O)c1cc(-c2ccccn2)nc2ccccc12	27*	-0.1	3	24	0	6	2	-7	5
CCCC(c1nnnn1C1CCCCC1)N1CCN(C2CCCC2)CC1 (configuration not stated)	1	-0.2	2	3	1	2	2	9	2
Brc1cccc(OCCn2ccnc2)c1	1	2.3	4	23	-7	5	0	0	2
COC(C[C@@H]1O[C@H]1C(=O)[C@@H](C)OCc1ccccc1)OC	4	2.1	0	-1	-3	0	-1	6	0
Cc1ccc(S(=O)(=O)Nc2ccc(-n3cnnn3)cc2)cc1	-7	-1.3	9	1	-4	-10	-6	-9	-20
CNC(=O)c1oc(-c2ccccc2)nc1C	0	-1.3	2	4	-4	6	2	-1	-1
O=C(c1ccc(COCC(F)(F)F)o1)N1CCCC1	1	2.3	0	-1	-2	9	0	-1	7
Cc1cccc(C)c1-n1nnnc1SCC(=O)c1c(N)n(C2CC2)c(=O)[nH]c1=O	0	·	-5	-1	·	·	·	-2	·
CSc1ccccc1OCc1cc(C(=O)N2CCCC(C)C2)no1 (configuration not stated)	6	-0.7	3	11	-1	3	-4	3	-1
COCCNC(=O)C(=O)NNC(=O)COc1ccc(OC)cc1	2	-9.6	1	0	7	-1	5	9	-3
Cc1cccc(-c2nc(CSCC(=O)N3CCN(c4ccccn4)CC3)c(C)o2)c1	4	-2.0	17	40	-2	9	4	7	8
CC(Oc1ccccc1F)C(=O)NNC(=O)CCNC(=O)c1ccccc1Cl (configuration not stated)	54*	-7.7	4	-3	-4	0	-4	-2	-9
O=C(CSc1nnc(-c2ccccc2O)o1)N1CCCCC1	1	1.5	7	-1	-6	3	2	-3	-1
Cc1nn(-c2ccccc2)c2c1C(c1ccc(F)cc1)C(C#N)=C(N)O2 (configuration not stated)	8	0.9	5	10	0	7	4	-2	-1
